Assay outcomes: PubChem, The Scripps Research Institute Molecular Screening Center
PAFAH1B3 FP inh = PAFAH1B3 enzyme inhibitors, primary screen, biochemical, fluorescence polarization, human; Platelet-activating factor acetylhydrolase IB subunit alpha1 (Homo sapiens), Q15102; recombinant PAFAH1B3, FP-rhodamine probe; inhibition, % at 3.39 µM; actives 0.28% (n = 340,000); AID 492972, 2010;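 active = inhibition above the screen-wide average of all tested compounds plus 3 SD, cut at about 25% in these data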;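 note: 0% = enzyme with DMSO only and 100% = wells lacking PAFAH1B3 protein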
Target sequence (Q15102 whole entry, looked up): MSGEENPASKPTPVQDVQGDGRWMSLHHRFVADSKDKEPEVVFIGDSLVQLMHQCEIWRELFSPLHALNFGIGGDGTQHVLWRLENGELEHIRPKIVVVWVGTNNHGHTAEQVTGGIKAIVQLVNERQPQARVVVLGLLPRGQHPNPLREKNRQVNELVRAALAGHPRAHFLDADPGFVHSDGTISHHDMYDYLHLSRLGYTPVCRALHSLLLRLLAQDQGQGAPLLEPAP
Fam108B inh = mouse Fam108B serine hydrolase inhibitors, primary screen, counter-screen for RBBP9 inhibitor project, biochemical, fluorescence polarization; AID 1947, 2009; inhibition, % at 9.51 µM; actives 0.33% (n = 300,000); recombinant Fam108B, FP-Rh probe fluorescence polarization;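 active = inhibition above the screen mean inhibition plus 3 SD, computed separately per campaign, cut at about 18% in these data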;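 note: inhibitors lower polarization as less probe binds the enzyme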
GSTO1 counter = inhibitors of recombinant GSTO1, primary screen, counter-screen for RBBP9 inhibitor project, biochemical, fluorescence polarization; Glutathione S-transferase omega-1 (Homo sapiens), P78417; activity-based probe fluorescence polarization; inhibition, % at 5.96 µM; actives 1.1% (n = 300,000);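 active = inhibition above the campaign mean inhibition plus 3 SD, cut at about 35% in these data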;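 note: 0% = GSTO1-1 with DMSO and 100% = wells lacking GSTO1-1 enzyme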
Target sequence (P78417 whole entry, looked up): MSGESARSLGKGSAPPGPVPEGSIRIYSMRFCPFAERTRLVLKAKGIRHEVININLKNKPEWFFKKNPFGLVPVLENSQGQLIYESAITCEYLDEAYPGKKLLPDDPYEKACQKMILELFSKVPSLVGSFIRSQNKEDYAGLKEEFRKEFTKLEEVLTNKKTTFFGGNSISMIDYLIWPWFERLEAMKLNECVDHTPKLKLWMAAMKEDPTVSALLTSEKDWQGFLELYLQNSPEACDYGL
PAFAH2 FP inh = PAFAH2 enzyme inhibitors, primary screen, biochemical, fluorescence polarization, human; Platelet-activating factor acetylhydrolase 2, cytoplasmic (Homo sapiens), Q99487; recombinant PAFAH2, FP-rhodamine activity probe; inhibition, % at 3.39 µM; actives 0.99% (n = 340,000);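 active = inhibition above the mean over all tested compounds plus 3 SD, cut at about 30% in these data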;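 note: inhibitors block probe labeling of enzyme so polarization drops; 0% = enzyme with DMSO and 100% = wells lacking PAFAH2 protein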
LYPLA1 counter = LYPLA1 inhibitors, primary screen, counter-screen for PME1 inhibitor project, biochemical, fluorescence polarization, FP-Rh probe ABPP | Acyl-protein thioesterase 1 (Homo sapiens), O75608 | recombinant LYPLA1 | inhibition, % at 5.9 µM | actives 0.16% (n = 320,000) | AID 2174, 2009;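 active = inhibition above the mean of all tested compounds plus 3 SD, set per campaign, cut at about 14% in these data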;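 note: inhibitors block serine hydrolase probe labeling of LYPLA1 so polarization falls; 0% = enzyme with DMSO and 100% = wells lacking LYPLA1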
PAFAH1B2 FP inh = PAFAH1B2 enzyme inhibitors, primary screen, biochemical, fluorescence polarization, human | Platelet-activating factor acetylhydrolase IB subunit alpha2 (Homo sapiens), P68402 | recombinant PAFAH1B2, FP-rhodamine activity probe | inhibition, % at 3.39 µM | actives 1.2% (n = 340,000) | AID 492953, 2010;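 active = inhibition above the mean of all tested compounds plus 3 SD, cut at about 24% in these data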;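 note: 0% = enzyme with DMSO and 100% = wells lacking PAFAH1B2; many of its hits are not listed in these tables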
PME-1 inh = PME-1 inhibitors via competitive probe labeling, primary screen, biochemical, fluorescence polarization, FP-Rh probe, HTS; Protein phosphatase methylesterase 1 (Homo sapiens), Q9Y570; recombinant PME-1; actives 0.53% (n = 320,000); inhibition, % at 5.9 µM; AID 2130, 2009;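 active = inhibition above the campaign mean of all compounds plus 3 SD, cut at about 26% in these data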;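 note: competitive labeling of PME-1 active site by serine hydrolase directed probe; 0% = PME-1 with DMSO and 100% = wells lacking PME-1 enzyme; inhibitors block probe labeling so polarization falls and inhibition rises; many of its hits are not listed in these tables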
PAD4 FP inh = human PAD4 inhibitors, primary screen, biochemical, fluorescence polarization, 1536-well format | recombinant PAD4, RCA probe fluorescence polarization | inhibition, % at 6.36 µM | actives 0.41% (n = 330,000) | AID 485272, 2010;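 active = percent inhibition above a cutoff equal to the mean of all tested compounds plus 3 SD, cut at about 15% in these data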;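 note: 0% = PAD4 with RCA probe and DMSO and 100% = probe without PAD4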
pPAFAH inh = pPAFAH enzyme inhibitors, primary screen, biochemical, fluorescence polarization, human | recombinant pPAFAH, FP-rhodamine probe fluorescence polarization | Platelet-activating factor acetylhydrolase (Homo sapiens), Q13093 | actives 1.5% (n = 330,000) | inhibition, % at 3.39 µM | AID 463082, 2010;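 active = inhibition above the mean inhibition across the screen plus 3 SD, cut at about 25% in these data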;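 note: inhibitors block binding of the rhodamine activity-based probe so polarization drops; 0% = enzyme with DMSO and 100% = wells lacking pPAFAH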
Target sequence (Q13093 whole entry, looked up): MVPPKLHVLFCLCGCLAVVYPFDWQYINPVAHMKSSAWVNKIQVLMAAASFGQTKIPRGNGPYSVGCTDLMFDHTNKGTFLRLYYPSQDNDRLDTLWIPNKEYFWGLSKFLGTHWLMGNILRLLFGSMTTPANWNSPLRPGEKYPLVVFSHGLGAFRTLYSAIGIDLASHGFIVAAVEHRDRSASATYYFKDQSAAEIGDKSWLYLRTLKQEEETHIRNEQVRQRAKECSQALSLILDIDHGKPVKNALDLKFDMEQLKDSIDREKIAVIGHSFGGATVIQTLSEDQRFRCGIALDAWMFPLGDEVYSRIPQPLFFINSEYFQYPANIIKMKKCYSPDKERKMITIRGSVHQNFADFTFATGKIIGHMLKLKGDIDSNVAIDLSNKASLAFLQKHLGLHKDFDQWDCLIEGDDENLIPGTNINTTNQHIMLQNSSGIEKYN
Numbers without * were called inactive; . = not tested or not shown.

SMILES | PAFAH1B3 FP inh | Fam108B inh | GSTO1 counter | PAFAH2 FP inh | LYPLA1 counter | PAFAH1B2 FP inh | PME-1 inh | PAD4 FP inh | pPAFAH inh
Cc1cc(C)n2nc(C(F)(F)F)c(-c3ccccc3)c2n1 | 4 | 0 | 4 | -1 | 2 | 4 | 4 | 3 | 0
CC(=N)C1=C(O)CC(C)(C)CC1=O | -12 | -1 | 6 | -2 | -1 | 1 | 3 | -3 | 5
Cc1ccccc1NC(=O)COC(=O)c1ccccc1SCC(=O)N1CCCC1 | -4 | -1 | 0 | 44* | 0 | 6 | -1 | -4 | 5
O=C(CCNS(=O)(=O)c1ccccc1)N1CCCCCC1 | -1 | -4 | 4 | -4 | 0 | 6 | -2 | -6 | 5
Cc1ccc(NC(=O)C(C)SCc2ccccc2)cc1 (centres undefined) | 10 | 1 | 0 | 7 | 1 | 2 | 6 | 4 | 1
CCCN1CCN(CCCNC(=O)CCCn2nc(C)c3sc4ccccc4c3c2=O)CC1 | 2 | -5 | 7 | 3 | 0 | 1 | -5 | -3 | 1
CC(C)CC(=O)Nc1nc2ccc(S(C)(=O)=O)cc2s1 | 1 | -3 | 4 | 4 | 4 | -2 | 1 | 0 | -6
Cc1cc2nc(Sc3c([N+](=O)[O-])nc(C)n3Cc3ccccc3)[nH]c2cc1C | 3 | -1 | 0 | -1 | 0 | 10 | 5 | 2 | 2
CN1C(=O)CCC(CCC(=O)O)(c2ccccc2O)C1=O (centres undefined) | 5 | -1 | 2 | -7 | 3 | 4 | -7 | 4 | -3
O=C(C1Cc2ccccc2CN1S(=O)(=O)c1ccc(F)cc1)N1CCCCC1 (centres undefined) | 3 | 2 | -2 | -14 | -3 | -2 | 1 | -1 | 3
CN1CCN(c2ccccc2NC(=O)c2cccc(OCc3ccccc3)c2)CC1 | 2 | 4 | -4 | -1 | 3 | 2 | 2 | 0 | -2
CC(C)C(NC(=O)c1ccc(C(C)(C)C)cc1)C(=O)NCCc1ccccn1 (centres undefined) | 2 | -2 | -5 | -1 | 2 | 7 | 10 | -6 | 6
COC(=O)CCC(=O)NNC(=O)c1cccc(Cl)c1 | 2 | 5 | 7 | -7 | 1 | 1 | 0 | 1 | 7
CCOc1ccc(NC(=O)CC(c2ccccc2)c2ccc(F)cc2)cc1 (centres undefined) | 0 | 9 | 0 | -2 | -2 | 4 | 1 | -1 | 4
Cn1c(NC(=O)c2ccccc2F)c(-c2cccs2)c(=O)c2ccccc21 | 5 | -2 | -3 | 8 | 3 | -1 | -6 | 5 | 2
CC(NC(=O)Nc1cccnc1)(C(F)(F)F)C(F)(F)F | 4 | 1 | 1 | -4 | -2 | -2 | 0 | 1 | 4
Cc1cc(C)c(C(=O)NNC(=O)c2cccnc2)c(C)c1 | 10 | 3 | 7 | 4 | -1 | 5 | 1 | -3 | 0
CCNC(=O)c1ccc(C23CC4CC(CC(C4)C2)C3)o1 | 4 | -4 | -2 | 2 | -1 | 12 | -10 | -3 | 6
COc1ccc(C)cc1NC(=O)COC(=O)c1c(C)noc1C | 5 | 0 | 5 | 46* | -3 | -3 | 3 | 2 | -1
CN(C)S(=O)(=O)c1cccc(NC(=O)COC(=O)c2ccc3ccccc3n2)c1 | 6 | . | . | -6 | . | 8 | . | -2 | 19

8 compounds from above, sorted by length of the SMILES, ascending:
SMILES | PAFAH1B3 FP inh | Fam108B inh | GSTO1 counter | PAFAH2 FP inh | LYPLA1 counter | PAFAH1B2 FP inh | PME-1 inh | PAD4 FP inh | pPAFAH inh
Cc1ccc(NC(=O)C(C)SCc2ccccc2)cc1 (centres undefined) | 10 | 1 | 0 | 7 | 1 | 2 | 6 | 4 | 1
COC(=O)CCC(=O)NNC(=O)c1cccc(Cl)c1 | 2 | 5 | 7 | -7 | 1 | 1 | 0 | 1 | 7
O=C(CCNS(=O)(=O)c1ccccc1)N1CCCCCC1 | -1 | -4 | 4 | -4 | 0 | 6 | -2 | -6 | 5
COc1ccc(C)cc1NC(=O)COC(=O)c1c(C)noc1C | 5 | 0 | 5 | 46* | -3 | -3 | 3 | 2 | -1
Cc1cc(C)n2nc(C(F)(F)F)c(-c3ccccc3)c2n1 | 4 | 0 | 4 | -1 | 2 | 4 | 4 | 3 | 0
Cc1ccccc1NC(=O)COC(=O)c1ccccc1SCC(=O)N1CCCC1 | -4 | -1 | 0 | 44* | 0 | 6 | -1 | -4 | 5
O=C(C1Cc2ccccc2CN1S(=O)(=O)c1ccc(F)cc1)N1CCCCC1 (centres undefined) | 3 | 2 | -2 | -14 | -3 | -2 | 1 | -1 | 3
CN(C)S(=O)(=O)c1cccc(NC(=O)COC(=O)c2ccc3ccccc3n2)c1 | 6 | . | . | -6 | . | 8 | . | -2 | 19

(next part)
SMILES | PAFAH1B3 FP inh | Fam108B inh | GSTO1 counter | PAFAH2 FP inh | LYPLA1 counter | PAFAH1B2 FP inh | PME-1 inh | PAD4 FP inh | pPAFAH inh
O=C(NCc1ccc(F)cc1)c1ccc(CS(=O)(=O)c2ccc(Br)cc2)o1 | 0 | -6 | -13 | -4 | 1 | 8 | 4 | 5 | 10
CCN(CC)C(=O)CN(c1cccc(Br)c1)S(C)(=O)=O | . | -2 | 10 | . | 2 | . | 8 | -7 | -5
Cc1cc(NC(=O)CSc2nnc(-c3ccccc3)o2)no1 | 11 | -3 | 21 | 3 | -5 | 1 | -7 | -6 | 5
Clc1ccc(Cl)c2sc(N3CCOCC3)nc12 | 1 | 2 | 4 | -14 | -1 | 5 | 0 | -6 | 2
CCN(CC)c1nc2nonc2nc1N(CC)CC | 5 | 5 | 12 | 2 | -3 | 9 | -8 | -4 | 2
Cc1ccc(OCCN(C)C)c([N+](=O)[O-])c1 | 6 | -7 | -1 | -8 | -1 | -3 | 6 | 5 | 3
CCCC(=O)Nc1cccn(Cc2ccccc2Br)c1=O | 8 | 0 | -10 | -3 | 0 | 7 | -4 | -3 | 4
CCc1nc(Nc2ccc(O)cc2)c2oc3ccccc3c2n1 | 5 | 6 | 5 | 2 | 1 | 8 | 16 | 0 | 9
CC1CCN(CC(=O)NCCc2ccc(F)cc2)CC1 | 1 | 4 | 4 | -1 | -3 | 6 | -3 | -3 | -1
CC1(C)CC2CC(C)(CN2C(=O)c2cc(-c3ccc(F)cc3)on2)C1 (centres undefined) | 5 | 1 | 2 | 5 | 0 | 6 | -4 | 1 | 6
COc1ccc(OCCC(=O)OCC(=O)Nc2cccc(S(=O)(=O)N3CCCCC3)c2)cc1 | 8 | . | . | -4 | . | 11 | . | 2 | 11
Cn1c(SCC(=O)NC2CCCC2)nnc1-c1ccccn1 | -5 | 2 | 4 | 5 | 1 | 0 | 0 | -4 | -7
Cn1cc(/C=C2\SC(=O)N(c3ccc(O)cc3)C2=O)c2ccccc21 | 0 | 2 | 16 | -10 | -7 | -3 | -6 | 0 | 7
CC(C)CN(C(=O)CCNC(=O)c1ccc(Cl)cc1)c1c(N)n(CC(C)C)c(=O)[nH]c1=O | -1 | . | . | 1 | -3 | -9 | -2 | -10 | 1
O=C1c2ccccc2C(=O)c2c(NCc3cccnc3)cccc21 | 0 | -1 | -10 | -4 | 3 | 2 | -4 | -20 | 8
COc1ccc(-c2csc(Nc3ccccc3)[n+]2CC(O)c2ccc([N+](=O)[O-])cc2)cc1 (centres undefined) | 4 | 4 | 11 | 2 | -1 | 4 | 1 | 2 | -1
COc1cccc(CN2CCN(S(=O)(=O)c3ccccc3)CC2)c1OC | . | 0 | 8 | . | 4 | . | 8 | 0 | 1
COc1cccc(C(=O)OCC(=O)Nc2cc(C)on2)c1OC | 7 | . | . | 74* | . | 2 | . | -2 | 8
Cn1cccc1CNC1CCCC1 | -12 | -3 | -2 | -2 | 3 | -5 | 0 | -1 | -1
CCOc1ccccc1N1Cc2cc(C)c(C)cc2C1 | 2 | 2 | 3 | 9 | 3 | 2 | 0 | -5 | 12
C/C(=N\NC(=O)COc1cc(C)cc(C)c1)c1cccc(NC(=O)C2CCC2)c1 | 7 | -1 | -5 | 5 | -3 | 6 | -4 | 1 | -1
CC(C)C[C@@H](CN(C)N=O)N(C[C@H](Cc1ccccc1)N(CCc1ccccc1)N=O)N=O | -1 | -2 | 6 | 2 | 0 | 3 | 3 | 4 | 6
Cc1nc2ccc(NC(=O)c3ccc(F)c(S(=O)(=O)N4CCOCC4)c3)cc2s1 | 6 | -2 | 0 | 3 | -6 | 4 | -4 | -6 | -5
N#CC1(NC(=O)CSc2n[nH]c(-c3ccccc3)n2)CCCCC1 | 2 | 2 | -4 | 5 | 2 | 0 | 0 | -3 | 0
C=CCn1c(SCC(=O)Nc2cccc(S(N)(=O)=O)c2)nnc1C1CCCCC1 | 1 | . | . | -7 | -1 | 3 | 1 | 0 | 1
CCOC(=O)/C(=C/c1ccccc1)NC(=O)c1ccco1 | 4 | -1 | -1 | -2 | -1 | -2 | -3 | 0 | 2
COc1ccc(C(=O)COC(=O)Cn2cnc3ccccc3c2=O)c(OC)c1 | 0 | 1 | 16 | 2 | 0 | -3 | 1 | -1 | 3
O=C(COc1ccc(Cl)cc1)OCC(=O)c1ccc[nH]1 | 7 | . | . | 7 | -3 | 7 | 4 | -7 | 17
C/C(=N/Nc1nc(-c2ccc(Cl)cc2)cs1)c1cccs1 | 2 | 4 | -5 | -2 | -2 | 2 | -1 | 1 | -4
CCn1nc(C(=O)NNS(=O)(=O)c2ccc(C)cc2)c2ccccc2c1=O | 1 | . | . | 1 | . | 0 | . | 1 | 4
COc1ccc(O/C(=N\S(=O)(=O)c2ccccc2)c2ccccc2)cc1 | 7 | 6 | 0 | -1 | 2 | 2 | -4 | -9 | 3
O=C1c2cccc3cccc(c23)C(=O)N1CCN1CCN(C(=S)Nc2ccc(F)cc2)CC1 | . | 2 | -2 | . | 1 | . | -4 | -3 | -1
Cc1cc(C)c(NC(=O)Cn2nnc(C(=O)NCCc3ccccc3)c2N)c(C)c1 | -1 | -4 | 5 | -5 | 1 | 4 | 0 | 0 | 2
Cc1ccc(CCC2C3=C(CCCC3=O)OC3=C2C(=O)CCC3)cc1 | 9 | 0 | -1 | 5 | -2 | 1 | 0 | -3 | 4

This is a subset; the hit share may differ from the screen's.
